High-throughput results as filed in PubChem.
FadD28 binding – blocks FadD28 binding to the bisubstrate probe; fluorescence polarization; inhibition, % at 12.5 µM; hit rate 0.22% among 360,000; AID 588549; in the data active = inhibition above about 8.5%, passing the limit was not always enough; inconclusive = no clear call, values can overlap the other calls
DUSP3 inh – blocks human VHR1 dual specificity phosphatase; recombinant VHR phosphatase, pNPP absorbance; inhibition, % at 13.3 µM; AID 1654; hit rate 0.52% among 290,000; in the data active = inhibition above about 50%; note: some compounds called inactive have numbers as strong as hits
Target sequence (P51452 whole entry, looked up): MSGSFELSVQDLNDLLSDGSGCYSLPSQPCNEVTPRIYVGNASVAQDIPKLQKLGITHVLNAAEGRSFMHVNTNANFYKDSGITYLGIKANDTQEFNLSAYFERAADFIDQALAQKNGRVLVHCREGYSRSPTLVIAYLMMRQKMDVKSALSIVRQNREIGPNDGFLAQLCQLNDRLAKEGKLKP
FBA Mtb inh – Mtb fructose-bisphosphate aldolase inhibition; P9WQA3; hit rate 2.3% among 360,000; inhibition, % at 1 µM; purified M. tuberculosis FBA, fluorescence read-out; in the data active = inhibition above about 27%;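 note: 0% = vehicle and 100% = reference inhibitor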
Target sequence (P9WQA3 whole entry, looked up): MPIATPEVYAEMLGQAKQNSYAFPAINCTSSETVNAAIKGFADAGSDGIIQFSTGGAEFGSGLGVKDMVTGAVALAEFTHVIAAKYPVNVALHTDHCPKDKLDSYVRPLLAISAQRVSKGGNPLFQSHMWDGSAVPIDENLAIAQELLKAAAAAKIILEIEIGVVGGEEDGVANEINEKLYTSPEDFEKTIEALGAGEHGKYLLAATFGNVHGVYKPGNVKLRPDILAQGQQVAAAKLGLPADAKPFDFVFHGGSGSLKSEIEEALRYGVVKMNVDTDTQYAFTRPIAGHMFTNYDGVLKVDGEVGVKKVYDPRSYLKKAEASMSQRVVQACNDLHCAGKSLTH
BoNT-F LC inh – inhibitors of Botulinum neurotoxin F light chain protease. Multiplex microsphere protease cleavage assay, flow cytometry. inhibition, % at 10 µM. hit rate 0.22% among 360,000; in the data active = inhibition above about 35%, passing the limit was not always enough; inconclusive = no clear call, values can overlap the other calls; note: plate controls were buffer without enzyme for full effect and enzyme alone for no effect
BioA inh – BioA (M. tuberculosis) enzyme inhibition. purified M. tuberculosis BioA enzyme, plate reader. hit rate 0.096% among 360,000. inhibition, % at 9.99 µM; in the data active = inhibition above about 40%; inconclusive = no clear call, values can overlap the other calls
Rv3671c protease – inhibitors of M. tuberculosis serine protease Rv3671c | P9WHR9 | inhibition, % at 5.96 µM | hit rate 0.048% among 320,000 | AID 2606; in the data active = inhibition above about 38%;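 note: extracellular domain of Rv3671c used as enzyme; 0% = enzyme with DMSO and 100% = no enzyme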
MazEF act – activators of E. coli MazEF toxin-antitoxin RNase; P0AE70; FAM/BHQ RNA-DNA oligo cleavage fluorescence, 5 h; activation, % at 20 µM; hit rate 0.32% among 350,000; in the data active = activation above about 50%
Target sequence (P0AE70 whole entry, looked up): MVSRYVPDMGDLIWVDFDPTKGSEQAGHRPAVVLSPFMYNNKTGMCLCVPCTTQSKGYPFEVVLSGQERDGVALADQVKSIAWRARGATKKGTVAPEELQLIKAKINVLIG
CCHFV vOTU inh – CCHFV vOTU protease inhibition. Pep-AMC fluorescence. inhibition, % at 11.5 µM. hit rate 0.55% among 370,000. AID 651958; note: 0% = vehicle wells with enzyme and 100% = no enzyme wells
Mtb UGM inh – blocks M. tuberculosis UGM enzyme | P9WIQ1 | purified UGM, fluorescence polarization probe displacement | inhibition, % at 10 µM | hit rate 0.06% among 320,000; in the data active = inhibition above about 10%, passing the limit was not always enough; inconclusive = no clear call, values can overlap the other calls
GDH-TPI inh – GDH-TPI coupled enzyme inhibition counter-screen; hit rate 1.2% among 360,000; inhibition, % at 4.8 µM; GDH-TPI coupled enzyme counterscreen, NADH absorbance;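 note: 0% = DMSO wells and 100% = wells lacking the enzyme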
* = called active by the depositor; ? = inconclusive; · = no result given; & = joins results of further samples. Cut-off read from the data, not from the text of the source, unless noted: active = inhibition above about 30%; inactive = the rest.

No.	Molecule	FadD28 binding	DUSP3 inh	FBA Mtb inh	BoNT-F LC inh	BioA inh	Rv3671c protease	MazEF act	CCHFV vOTU inh	Mtb UGM inh	GDH-TPI inh
1	COc1cc(NC(=S)Nc2ccccn2)cc(OC)c1	-4.7	15	-1	-3	·	5	4	2	0.5	1
2	NS(=O)(=O)c1cc2c(cc1Cl)NC(CC1CCCC1)NS2(=O)=O (stereo not drawn)	-4.5	19	-3	?	·	-13	17	-14	-0.6	-2
3	CCC(=O)N1CCCC1(C)C(=O)Nc1cccc(Oc2ccccc2)c1 (stereo not drawn)	-4.1	·	-3	2	-0.2	·	·	18	·	0
4	O=C(Cn1nc(Cl)nc1Cl)c1ccccc1	-0.7	9	-1	-22	-0.5	1	9	13	1.5	9
5	COCCNc1nc(-c2cc3ccccc3o2)cs1	0.6	8	1	-2	·	-6	0	5	3.8	9
6	NS(=O)(=O)c1ccc(CCNC(=O)c2ccc(NS(=O)(=O)c3ccc4[nH]c(=O)[nH]c4c3)cc2)cc1	-1.6	·	-1	-6	0.3	1	-1	5	0.7	-6
7	CCCCC(=O)NCCc1cc2c(OC)ccc(OC)c2[nH]c1=O	-0.5	16	4	0	1.3	-1	4	-2	-3.1	13
8	Cc1ccc(C(=O)NCCOc2ccc(Cl)cc2)cc1	-1.9	-20	0	16	·	-7	-3	-6	-0.8	16
9	C[C@H](CO)N1C[C@H](C)[C@@H](CN(C)C(=O)NC2CCCCC2)Oc2ccc(NC(=O)Cn3cnnn3)cc2C1=O	-2.2	·	-4	5	0.4&-1.2	1	3	-2	-0.5	-7
10	Cc1ccc(Nc2nc(N)nc(CSC(=S)N3CCN(c4ccccc4)CC3)n2)cc1	-0.6	17	-2	-6	-1.8	-20	1	-13	·	5
11	COc1ccc2cc(S(=O)(=O)N3CCCC3)ccc2c1	·	-12	0	2	-0.7	-1	12	-2	-0.2	6
12	CC(NS(=O)(=O)c1cc2c3c(c1)CCC(=O)N3CCC2)c1ccccc1 (stereo not drawn)	-4.4	·	0	·	-2.0	-1	-2	-7	1.2	-2
13	CC(C)=CCc1c(O)ccc(C(=O)Cc2ccccc2)c1O	-2.3	-3	-1	22	2.6	-17	11	10	-1.2	7
14	Cn1cc(S(=O)(=O)NC(c2ccccc2)c2ccccc2)c(=O)n(C)c1=O	-1.0	29	-3	0	0.7	-2	3	5	0.8	15
15	CCOc1ccc(S(=O)(=O)N2CCN(c3ccc(C)cc3C)CC2)cc1	-3.5	24	-3	8	-1.0	-7	-4	2	0.1	8
16	CN(C)c1ccc(N=Nc2ccccc2C(=O)OCC(=O)N2CCCCCC2)cc1	-2.6	-1	-15	-3	·	2	3	4	0.4	5
17	Fc1ccccc1Cn1c2[n+](c3ccc(C(F)(F)F)cc31)CCCCC2	0.9	22	0	-4	3.8	3	-7	-1	·	1
18	COc1ccc(NC(=O)c2cc(-c3ccc(C)cc3O)n[nH]2)c(OC)c1	-0.9	·	1	30	-6.5	3	2	-2	-0.3	8
19	CCOc1ccc(/C=C/C2=CC(C)(C)NC(=S)N2)cc1	-3.3	15	-4	1	·	2	7	-2	0.4	2
20	CC1(C)CC(=O)C=C(c2ccc(COC(=O)c3cc(F)cc(F)c3)cc2)C1=O	-1.5	·	-1	0	0.1	·	-1	1	·	1
21	COc1ccc(NC(=O)Cn2nnc(-c3ccccc3NC(=O)c3cccs3)n2)cc1	-4.0	22	-2	0	-1.1	-8	42	1	-0.9	-8
22	CNCc1ccccc1OCC(=O)Nc1ccccc1	0.3	24	3	1	0.7	1	-6	12	-0.1	12
23	CC1(C)OC(=O)C(=CNCC(=O)NCC(=O)O)C(=O)O1	-0.4	24	3	-1	-0.6	1	3	-1	0.4	14
24	Cc1ccc2nsnc2c1NC(=O)c1cccnc1Cl	-1.8	-3	-3	-7	-0.1	9	1	3	0.8	12
25	O=C(c1ccc([N+](=O)[O-])s1)N1CCN(c2ncccn2)CC1	-3.5	·	-2	4	-0.7	·	3	7	·	13

Record cards, as listed above.
Cc1ccc(Nc2nc(N)nc(CSC(=S)N3CCN(c4ccccc4)CC3)n2)cc1 is listed with FadD28 binding = -0.6; DUSP3 inh = 17; FBA Mtb inh = -2; BoNT-F LC inh = -6; BioA inh = -1.8; Rv3671c protease = -20; MazEF act = 1; CCHFV vOTU inh = -13; Mtb UGM inh = ·; GDH-TPI inh = 5
CC(NS(=O)(=O)c1cc2c3c(c1)CCC(=O)N3CCC2)c1ccccc1 (stereo not drawn) is listed with FadD28 binding = -4.4; DUSP3 inh = ·; FBA Mtb inh = 0; BoNT-F LC inh = ·; BioA inh = -2.0; Rv3671c protease = -1; MazEF act = -2; CCHFV vOTU inh = -7; Mtb UGM inh = 1.2; GDH-TPI inh = -2
Cc1ccc(C(=O)NCCOc2ccc(Cl)cc2)cc1 is listed with FadD28 binding = -1.9; DUSP3 inh = -20; FBA Mtb inh = 0; BoNT-F LC inh = 16; BioA inh = ·; Rv3671c protease = -7; MazEF act = -3; CCHFV vOTU inh = -6; Mtb UGM inh = -0.8; GDH-TPI inh = 16

Another view of part of the listing above:
Below each compound: FadD28 binding | DUSP3 inh | FBA Mtb inh | BoNT-F LC inh | BioA inh | Rv3671c protease | MazEF act | CCHFV vOTU inh | Mtb UGM inh | GDH-TPI inh
12: CC(NS(=O)(=O)c1cc2c3c(c1)CCC(=O)N3CCC2)c1ccccc1 (stereo not drawn)
 : -4.4 | · | 0 | · | -2.0 | -1 | -2 | -7 | 1.2 | -2
18: COc1ccc(NC(=O)c2cc(-c3ccc(C)cc3O)n[nH]2)c(OC)c1
 : -0.9 | · | 1 | 30 | -6.5 | 3 | 2 | -2 | -0.3 | 8
4: O=C(Cn1nc(Cl)nc1Cl)c1ccccc1
 : -0.7 | 9 | -1 | -22 | -0.5 | 1 | 9 | 13 | 1.5 | 9

(further entries)
No.	Molecule	FadD28 binding	DUSP3 inh	FBA Mtb inh	BoNT-F LC inh	BioA inh	Rv3671c protease	MazEF act	CCHFV vOTU inh	Mtb UGM inh	GDH-TPI inh
26	CCOc1ccc(NC(=O)N2CCN(C(=O)c3ccco3)CC2)cc1	0.5	10	1	-8	-0.5	5	3	-3	-1.9	3
27	COc1ccc(C(=O)Nc2ccc3c(c2)OCCO3)cc1[N+](=O)[O-]	0.2	17	1	-2	·	0	-5	10	1.6	8
28	CCN(CC)C(=O)c1cnn(-c2ccccc2)c1NC(=O)c1ccccc1F	-1.4	12	4	7	-3.0	-2	3	·	0.1	6
29	Cn1c(SCC(=O)NCc2ccc(F)cc2)ncc(C(=O)Nc2ccccc2)c1=O	0.8	·	6	2	-1.0	-2	-51	-10	-2.3	6
30	CCOC(=O)Cc1csc(NC(=S)NC(=O)C(C)(C)C)n1	-3.8	-21	-2	-2	·	1	-5	4	-0.4	4
31	O=C(CCN1C(=O)c2ccccc2C1=O)Nc1ccccc1C(F)(F)F	1.8	-9	8	-4	-2.0	2	4	2	-1.5	3
32	CC(=O)c1ccc2c(c1)N(CCCN1CCC(CCO)CC1)c1ccccc1S2	0.1	·	1	-4	2.0	6	16	2	2.5	2
33	O=C(COC(=O)c1ccco1)c1ccccc1	-0.6	8	0	-11	·	-4	5	7	3.0	-5
34	CC(C)=C(NC(=O)c1ccccc1)C(=O)N/N=C/c1ccc(O)cc1	-3.9	-5	-1	-4	-0.1	-1	9	-14	-2.8	14
35	CCOC(=O)C(=O)/C(C#N)=C/Nc1ccc(Cl)cc1	0.9	3	4	-11	0.7	14	1	-2	3.1	5
36	O=C(CCc1ccc(S(=O)(=O)NCCc2ccccc2)cc1)Nc1ccc2c(c1)OCO2	-1.5	-12	5	-37	-0.3	6	7	-9	-1.5	-5
37	N#Cc1nc(-c2ccccc2)oc1N1CCN(C(=O)c2ccco2)CC1	-0.9	7	68*	2	0.9	3	-6	-22	2.5	19
38	COc1ccc(CNC(=O)C(C)Sc2nc3ccccc3c(=O)n2CCCN2CCOCC2)cc1 (stereo not drawn)	0.1	11	0	-2	·	-2	-1	-3	1.1	9
39	CCN(CC)S(=O)(=O)c1cccc(N=Nc2c(O)c3ccccc3oc2=O)c1	-0.2	5	4	7	-0.6	7	5	-9	-0.3	18
40	CCNC(=O)CC1C(=O)N(c2cccc(OC)c2)C(=O)N1CCOC (stereo not drawn)	2.0	-4	3	-10	0.5	-3	1	5	0.0	1
41	S=C(NCC1CCCO1)Nc1ccc(Cl)cc1Cl (stereo not drawn)	-1.6	22	-1	7	1.5	-3	-1	5	-4.1	-10
42	COc1ccc(OC)c(S(=O)(=O)N2CCC(C(=O)Nc3cccc(C)c3C)CC2)c1	-2.1	4	-1	0	-1.3	0	1	1	-0.5	-7
43	O=c1c2c(ncn2C2CCCC2)n(Cc2ccccc2)c(=O)n1CCOc1ccc(Br)cc1	-1.8	-5	7	0	·	-28	-6	4	0.3	1
44	Cc1csc(SCC(=O)Nc2ccc(Cl)cn2)n1	-1.0	22	1	-4	1.6	7	-27	-2	0.0	0
45	O=C(Cc1ccccc1[N+](=O)[O-])OCN1C(=O)c2ccccc2C1=O	·	20	-2	4	-0.4	3	5	5	1.3	0
46	Cc1cc(C)cc(SCc2noc(C(=O)NC(C)C)c2C(=O)NC(C)C)c1	-5.1	28	-4	3	-0.6	-7	3	·	-0.2	-3
47	COc1cc(OC)cc(C(=O)N2CCN(Cc3ccccc3Br)CC2)c1	-4.9	30	-3	4	·	8	-4	9	7.0	-3
48	O=C(Nc1ccc(Cl)cc1)ON=C1CCCC1	-0.4	24	6	6	-3.9	-8	-4	14	0.2	21
49	CSc1nccn1CC(=O)Nc1ccc(F)cc1	-3.4	33	-1	-2	-0.1	-9	-4	-7	-2.1	0
50	CC(O)C(=O)N/N=C/c1ccccc1C(=O)O (stereo not drawn)	-0.1	-3	1	-3	0.4	-4	0	5	-0.6	-4
51	Cc1cc(C)cc(N2C(=O)CN(Cc3sccc3C)C2=S)c1	-2.4	-4	-1	-2	·	2	2	-14	1.2	-2
52	CCCC1C2C(=O)N(c3cccc(C)c3)C(=O)C2ON1c1ccccc1 (stereo not drawn)	-1.9	16	1	?	-2.0	-2	11	-4	-3.3	2
53	COC(=O)C1=C(CSc2nccn2C)NC(=O)NC1c1cc(C)ccc1C (stereo not drawn)	-1.8	-10	0	-22	1.3	11	-2	-6	-1.9	3
54	COc1ccc(C(=O)OC/C(O)=C(\C#N)c2nc3ccccc3[nH]2)cc1S(=O)(=O)N1CCOCC1	-0.3	-7	3	-12	-5.4	8	3	3	2.9	8
